Screening data from PubChem BioAssay.
DENV2 CPE rescue: DENV2-induced cell death inhibition; DENV2-infected cells, cytopathic effect rescue, plate reader; CPE inhibition, % at 9.99 µM; hit rate 1.7% among 350,000; in the data active = CPE inhibition above about 20%, passing the limit was not always enough; inconclusive = no clear call, values can overlap the other calls; tested in BHK-21 cells;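 also: 0% = median of neutral control wells and 100% = median of positive control wells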
LGR2 inh: inhibitors of bursicon-induced Drosophila LGR2 receptor cAMP signaling. HEK293 LGR2, CRE-luciferase, bursicon-stimulated, 4 h. inhibition, % at 9.99 µM. hit rate 0.35% among 380,000;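 active = drop in luminescence signal, shown as inhibition above about 50% in the replicate tests, limit read from the data, passing the limit was not always enough; inconclusive = probably only some replicates passing the limit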;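 also: agonist challenge used bursicon conditioned medium at about half maximal strength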
ARNT-TACC3 inh: disruptors of human ARNT/TACC3 interaction; hit rate 0.66% among 390,000; Q9Y6A5; AlphaScreen His-ARNT PAS-B/GST-TACC3 binding, luminescence; TACC3 fragment carries E629A point mutation; inhibition, % at 9.99 µM;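 active = mean inhibition of replicates at least 50% and at least half of replicates each reaching 50%; inconclusive = half or more replicates reach 50% but mean below 50%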;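 also: 0% = complete ARNT plus TACC3 wells and 100% = ARNT alone without TACC3; many hits fall short of the cut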
CASP6 VEID inh: caspase-6 (human) enzyme inhibition; purified caspase-6, Z-VEID-R110 cleavage fluorescence; inhibition, % at 12.5 µM; hit rate 0.53% among 350,000; AID 686996;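 active = mean inhibition across replicates at least about 35%, with every replicate also reaching that limit, limit read from the data; inconclusive = only one of the two criteria met; inactive = neither criterion met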;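 also: 0% = median of neutral control wells and 100% = no fluorescence left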
Target sequence (P55212 24-179 limits assumed): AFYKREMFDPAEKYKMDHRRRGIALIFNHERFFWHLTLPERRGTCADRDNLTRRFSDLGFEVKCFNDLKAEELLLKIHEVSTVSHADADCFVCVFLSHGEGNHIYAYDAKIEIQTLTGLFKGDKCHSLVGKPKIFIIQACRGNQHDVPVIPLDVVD
Target sequence (P55212 194-293 limits assumed): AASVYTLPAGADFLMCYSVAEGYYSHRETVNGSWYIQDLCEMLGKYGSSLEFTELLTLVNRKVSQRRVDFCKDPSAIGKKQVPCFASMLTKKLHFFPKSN
EWS-Fli block: blocks EWS/Fli oncoprotein-driven transcription | hit rate 0.67% among 350,000 | AID 651661 | inhibition, % at 12.6 µM | A673 NR0B1-luciferase reporter, viability-normalised;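 active = mean inhibition of at least 50% after viability correction, with every replicate also passing that limit; inconclusive = mean reaches 50% but only one of two replicates passes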;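 also: firefly luciferase signal divided by Alamar Blue viability fluorescence both relative to DMSO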
SIRT5 block: inhibitors of human sirtuin-5 desuccinylase | Q9NXA8 | Purified SirT5, succinyl-peptide AMC, trypsin-coupled fluorescence | inhibition, % at 15 µM | hit rate 1.1% among 330,000; in the data active = inhibition above about 15%; inconclusive = no clear call, values can overlap the other calls
Target sequence (Q9NXA8 whole entry, looked up): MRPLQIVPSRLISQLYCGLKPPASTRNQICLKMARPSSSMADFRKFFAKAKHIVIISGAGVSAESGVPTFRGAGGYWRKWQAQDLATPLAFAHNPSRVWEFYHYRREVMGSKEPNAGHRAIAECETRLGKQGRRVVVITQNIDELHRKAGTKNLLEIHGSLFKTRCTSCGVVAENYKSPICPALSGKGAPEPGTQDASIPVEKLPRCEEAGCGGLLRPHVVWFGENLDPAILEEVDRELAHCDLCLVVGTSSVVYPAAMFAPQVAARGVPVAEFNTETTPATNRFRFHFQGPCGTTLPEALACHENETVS
PAX8 reporter: PAX8 transcriptional activity inhibition; RMG-I TPO-luciferase reporter, SteadyGlo, 24 h; inhibition, % at 12.6 µM; hit rate 1.2% among 360,000; AID 652154;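 active = mean replicate inhibition at least 60% with every replicate also reaching 60%; inconclusive = only one of the two criteria is met; inactive = mean below 60% and not all replicates reaching 60%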;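 also: luciferase light reporting Pax8 driven TPO promoter activity; plate controls were median of neutral control wells for no effect and mitoxantrone controls for full effect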
An asterisk follows results filed as active; u = inconclusive; x = not tested or not shown; & = joins results of further samples.

SMILES	DENV2 CPE rescue	LGR2 inh	ARNT-TACC3 inh	CASP6 VEID inh	EWS-Fli block	SIRT5 block	PAX8 reporter
O=C(C[C@@H]1CC[C@H](NC(=O)C2CCC2)[C@H](CO)O1)NCc1ccccc1Cl	-4	8	-8	11	-4	1	-8
COc1ccccc1-c1cnc2c(c1)C(=O)N([C@@H](C)CO)C[C@H](C)[C@@H](CN(C)C(=O)c1ccncc1)O2	-7	12	-8	0	-5	4	x
CCCc1cc(Nc2ccc(C)cc2)n2ncnc2n1	0	-8	3	-1	1	-5	40
O=C(O)Cc1ccc(N=Nc2c(O)c(C(=O)O)cc3ccccc23)cc1	-8	-60	18	40*	-30	31*	-45
O=C(CN1CCC(N2CCCCC2)CC1)N1CCOCC1	0	6	x	-5	2	-1	6
CN(C)CCCCOc1ccc(Br)cc1Cl	-4	-7	-2	x	-2	-5	-13
Cc1ccc(N(C(=O)c2csnn2)C(C(=O)NC2CCCC2)c2cccnc2)cc1 (stereo not given)	4	6	-1	0	5	0	-8
CCN(CC)S(=O)(=O)c1cccc(-c2nnc(SCC(N)=O)n2CCc2ccccc2)c1	x	x	25	-2	x	-4	9
O=C(c1ccc(S(=O)(=O)N2CCOCC2)cc1)N1CCN(S(=O)(=O)c2ccc(Cl)s2)CC1	-2	1	-4	1	6	-5	19
CCc1nc2ccc(C(=O)Nc3ccc(OC)c(OC)c3)cn2c1N(C)Cc1cccs1	2	5	x	0	11	x	6
O=C1C=CC(c2c[nH]c3ccccc23)CC1 (stereo not given)	-5	-6	x	15	18	-1	37
O=C(C1=C(O)C(=O)N(CC2CCCO2)C1c1cccc(Cl)c1)c1ccco1 (stereo not given)	-5	1	-20	-1	-3	1	-15
COc1ccc(OC)c2[nH]c(=O)c(CCNC(=O)c3ccc4c(c3)OCO4)cc12	2	-15	x	2	-9	x	11
O=C(NC1(C(F)(F)F)NC(=O)N(c2ccccc2F)C1=O)c1ccncc1 (stereo not given)	1	-14	-4	1	-15	-5	0
C[C@@H]1CN([C@H](C)CO)C(=O)c2cc(N(C)C)ccc2O[C@@H]1CN(C)C(=O)NC1CCCCC1	-2	-18	-2	-2	x	-3	-16
COc1ccc(O)c(C=NCC(C)N=Cc2cc(OC)ccc2O)c1 (stereo not given)	0	9	3	-9	0	-3	16
C[C@@H]1CN([C@H](C)CO)S(=O)(=O)c2ccc(C#CC3CC3)cc2O[C@H]1CN(C)Cc1ccc(F)cc1	-7	8	15	2	37	16*	x
CCN(C(=O)CSc1nnc2c3ccccc3n(CC)c2n1)C1CCS(=O)(=O)C1 (stereo not given)	x	21	1	x	x	x	18
CCNC(=O)Nc1ccc2c(c1)C(=O)N(C)[C@H]1CC[C@@H](CC(=O)NCc3cccc(F)c3)O[C@@H]1CO2	-1	13	3	x	10	x	-16
COc1ccc(CNC(=O)Cc2cccs2)cc1OC	-2	-1	-6	x	-9	-1	23
O=C(NN1C(=O)c2ccccc2NC1c1ccccn1)c1ccc([N+](=O)[O-])cc1 (stereo not given)	u	x	-4	2	6	-2	-18
CCOc1ccc2nc(NC(=O)C3CCN(C(=O)c4ccco4)CC3)sc2c1	2	-75	-2	2	-98	-1	-112
Cc1nc(SC(C)C(=O)Nc2cccc(C(F)(F)F)c2)c2c(C)c(C(=O)O)sc2n1 (stereo not given)	3	31	-7	7	13	3	-8
CNC[C@H]1OCCCC[C@H](C)Oc2ccc(NS(=O)(=O)c3ccc(C)cc3)cc2C(=O)N([C@@H](C)CO)C[C@H]1C	18	-3	0	-3	-1	4	-6

Pulled by structure from the entries so far, two records:
SMILES	DENV2 CPE rescue	LGR2 inh	ARNT-TACC3 inh	CASP6 VEID inh	EWS-Fli block	SIRT5 block	PAX8 reporter
COc1ccc(OC)c2[nH]c(=O)c(CCNC(=O)c3ccc4c(c3)OCO4)cc12	2	-15	x	2	-9	x	11
COc1ccc(O)c(C=NCC(C)N=Cc2cc(OC)ccc2O)c1 (stereo not given)	0	9	3	-9	0	-3	16

One compound at a time, as listed above.
O=C(NC1(C(F)(F)F)NC(=O)N(c2ccccc2F)C1=O)c1ccncc1 (stereo not given) is entered as DENV2 CPE rescue: 1; LGR2 inh: -14; ARNT-TACC3 inh: -4; CASP6 VEID inh: 1; EWS-Fli block: -15; SIRT5 block: -5; PAX8 reporter: 0
O=C(NN1C(=O)c2ccccc2NC1c1ccccn1)c1ccc([N+](=O)[O-])cc1 (stereo not given) is entered as DENV2 CPE rescue: u; LGR2 inh: x; ARNT-TACC3 inh: -4; CASP6 VEID inh: 2; EWS-Fli block: 6; SIRT5 block: -2; PAX8 reporter: -18

Next part.
SMILES	DENV2 CPE rescue	LGR2 inh	ARNT-TACC3 inh	CASP6 VEID inh	EWS-Fli block	SIRT5 block	PAX8 reporter
C[C@H](CO)N1C[C@H](C)[C@@H](CN(C)C(=O)Cc2ccccc2)Oc2cc(-c3cncnc3)ccc2S1(=O)=O	-4	17	-6	-2	-5	0	-10
O=C(Cc1c(Cl)cccc1Cl)Nc1cccc(S(=O)(=O)N2CCOCC2)c1	3	4	-10	-1	6	4	-3
C[C@@H]1CN([C@@H](C)CO)C(=O)Cc2cc(NC(=O)Nc3cccc4ccccc34)ccc2O[C@H]1CN(C)S(=O)(=O)c1ccc(F)cc1	-13	3	7	6	15	14	-10
CCOC(=O)C1CCCN(C2=NC(=O)/C(=C/c3ccc(OC)c(OC)c3)S2)C1 (stereo not given)	0	9	-3	1	3	15	4
CC1(C)Cc2c(sc(NC(=O)c3ccc(S(=O)(=O)N4CCCCCC4)cc3)c2C#N)C(C)(C)N1	12	2	1	-2	0	-1	7
COc1cccc(-c2cnc3c(c2)C(=O)N([C@H](C)CO)C[C@H](C)[C@H](CN(C)S(=O)(=O)c2ccc(F)cc2)O3)c1	-10	-9	1	6	9	1	-11
O=C(OCc1ccc(-c2ccccc2)cc1)c1cccc(O)c1	2	-88	-18	1	-50	-2	-181
CN1CCN(C(=O)C[C@H]2CC[C@@H](NC(=O)Nc3ccccc3F)[C@@H](CO)O2)CC1	-1	12	-22	2	-1	-2	-15
CSc1ccc(CN(C)C(=O)c2ccc(S(=O)(=O)Nc3c(C)n(C)n(-c4ccccc4)c3=O)cc2)cc1	u	0	1	1	2	0	-6
NCC[C@H]1CC[C@H](NC(=O)Nc2ccc(F)cc2)[C@@H](CO)O1	-5	1	-3	0	-99	7	-4
COc1ccc(CN2C(=O)C(CC(=O)NCCCCc3ccccc3)CC(C(=O)N3CCCCCC3)=C2C)cc1 (stereo not given)	-6	1	x	1	1	x	4
CCOc1ccccc1N(CC(=O)NC1CCCCC1)S(=O)(=O)c1ccc(C)cc1	-6	9	2	1	4	-6	9

Shown with bars between the fields: part of the list above
SMILES | DENV2 CPE rescue | LGR2 inh | ARNT-TACC3 inh | CASP6 VEID inh | EWS-Fli block | SIRT5 block | PAX8 reporter
COc1ccc(CN2C(=O)C(CC(=O)NCCCCc3ccccc3)CC(C(=O)N3CCCCCC3)=C2C)cc1 (stereo not given) | -6 | 1 | x | 1 | 1 | x | 4
COc1cccc(-c2cnc3c(c2)C(=O)N([C@H](C)CO)C[C@H](C)[C@H](CN(C)S(=O)(=O)c2ccc(F)cc2)O3)c1 | -10 | -9 | 1 | 6 | 9 | 1 | -11
C[C@H](CO)N1C[C@H](C)[C@@H](CN(C)C(=O)Cc2ccccc2)Oc2cc(-c3cncnc3)ccc2S1(=O)=O | -4 | 17 | -6 | -2 | -5 | 0 | -10
CCOc1ccccc1N(CC(=O)NC1CCCCC1)S(=O)(=O)c1ccc(C)cc1 | -6 | 9 | 2 | 1 | 4 | -6 | 9
CC1(C)Cc2c(sc(NC(=O)c3ccc(S(=O)(=O)N4CCCCCC4)cc3)c2C#N)C(C)(C)N1 | 12 | 2 | 1 | -2 | 0 | -1 | 7
NCC[C@H]1CC[C@H](NC(=O)Nc2ccc(F)cc2)[C@@H](CO)O1 | -5 | 1 | -3 | 0 | -99 | 7 | -4

Going on with the list:
SMILES	DENV2 CPE rescue	LGR2 inh	ARNT-TACC3 inh	CASP6 VEID inh	EWS-Fli block	SIRT5 block	PAX8 reporter
O=C(Nc1ccc2c(c1)OCO2)c1c[nH]c(=O)n(-c2ccc(F)cc2)c1=O	-9	3	-1	4	-44	-3	-7
COC(=O)c1ccc2c(=O)n(Cc3ccc4c(c3)OCO4)c(=S)[nH]c2c1	-1	-3	-9	1	1	-4	22
CCOC(=O)C1(CCc2ccccc2)CCN(Cc2c(O)cccc2OC)CC1	-3	37	14	8	26	x	22
O=C(COc1ccccc1)Nc1nnc(COc2ccccc2)s1	-5	-2	2	-1	x	0	-8
CC1=CC(=O)C(C(C)C)=C/C1=C(\c1cc(C(C)C)c(OP(=O)(O)O)cc1C)c1ccccc1C(=O)O	-3	27	-4	34	3	4	-19
Cc1nn(CC(=O)NCc2cccnc2)c(C)c1[N+](=O)[O-]	-2	0	-10	-2	-11	-5	0
CC(C)C(=O)NCCc1nc2ccccc2n1CCc1ccccc1	9	5	3	1	-6	-6	8
C[C@@H]1CN([C@H](C)CO)S(=O)(=O)c2ccc(Br)cc2O[C@@H]1CN(C)C(=O)CC1CC1	5	5	x	-3	-4	-4	x
CN(CC(=O)Nc1ccc(Cl)c(Cl)c1)C(=O)CC1OC(=O)c2ccccc21 (stereo not given)	-7	-2	6	-1	9	-3	30
Clc1ccccc1-c1nc(-c2ccncc2)no1	3&-7	-11&-57	-9&-7	2&-2	-27&-52	3&5	-119&-166
C[C@@H]1CN([C@@H](C)CO)C(=O)c2cc(NC(=O)NC3CCCCC3)ccc2O[C@@H](C)CCCCO[C@H]1CN(C)C(=O)NC1CCCCC1	18	-6	-9	-1	7	2	10
O=C(Nc1ccc2c(c1)OCO2)N[C@H]1CC[C@@H](CCNC(=O)C2CCCC2)O[C@H]1CO	2	5	-6	0	1	4	6
CN(Cc1ccc2c(c1)OCO2)C(=O)c1cc(-c2ccccc2)c(N2CCOCC2)s1	-7	-4	-4	6	18	0	15
O=C(C[C@H]1CC[C@@H](NC(=O)Nc2ccc(C(F)(F)F)cc2)[C@H](CO)O1)NCc1cc(F)cc(F)c1	-4	9	-1	-1	-3	-1	-6
COc1ccc(NC(=O)C2CC(c3c(F)cccc3Cl)=NO2)cc1 (stereo not given)	3	-22	-4	-1	-31	-4	-17
CCCCNc1nc2ccccc2nc1Cl	x	-21	-4	x	x	x	-8
CCN(CC)CCCNC(=O)c1ccc2c3n(nc2c1)-c1ccc(Cl)cc1CO3	x	-42	1	-1	-78	x	-113
O=C(Nc1ccc(F)c(Cl)c1)Nc1cnccn1	-2	x	-2	-4	4	-2	-19
COC(=O)COc1ccc(S(=O)(=O)NCc2ccc3c(c2)OCO3)cc1C	-4	10	-5	1	9	-3	4
Cn1cc(C(=O)N2CCN(c3ccccc3)CC2)c(=O)c2cc(S(=O)(=O)N3CCOCC3)ccc21	1	7	0	-3	0	-3	-3
CN(C)CC(=O)Nc1ccc2c(c1)[C@@H]1C[C@@H](CC(=O)NCc3ccccn3)O[C@H](CO)[C@@H]1O2	2	4	1	0	-5	-3	-15
C[C@H](CO)N1C[C@H](C)[C@H](CN(C)Cc2ccc(C(=O)Nc3ccccc3N)cc2)Oc2c(NC(=O)C3CCOCC3)cccc2C1=O	18	-15	7	-2	35	-2	x
O=C(c1ccccc1)N1CCN(c2cc(Cl)nc3cc(-c4cccc(Cl)c4)nn23)CC1	16	-3	x	x	-12	0	-2
C[C@@H]1CN([C@H](C)CO)S(=O)(=O)c2ccc(-c3cccc(C#N)c3)cc2O[C@@H]1CN(C)Cc1cccc(F)c1	10	14	-2	-4	5	-1	0
COc1ccc(CN(C)C[C@H]2OCCCC[C@H](C)Oc3ccc(NC(=O)Nc4ccccc4)cc3C(=O)N([C@H](C)CO)C[C@H]2C)cc1	6	5	2	x	65*	x	7
Cc1cc(Cl)ccc1Nc1ncccc1C(N)=O	-11	-59	x	2	-64	2	-101
Cc1ccc(-c2c(=O)n(O)c3ccccc3[n+]2[O-])cc1	-2	-1	5	2	12	-2	7
Cc1ccc(NC(=O)CCNC(=O)c2ccc(Br)cc2)cc1S(=O)(=O)N1CCOCC1	3	-9	1	7	11	0	6
COc1ccc(NC(=O)Nc2ccc3c(c2)C(=O)N([C@H](C)CO)C[C@@H](C)[C@@H](CN(C)C)OCCCC[C@@H](C)O3)cc1	-7	0	9	-5	-11	-1	-23
